SV40 large T antigen: SV40 large T antigen inhibitors, biochemical (AID 1903). SV40 large T antigen ATPase/helicase inhibition assay; higher % means a stronger effect. one-dose inhibition, % at 20 µM; IC50 in µM for titrated hits. hit rate 0.39% among 310,000; in the data active means a potency from the dose series; inconclusive means inhibition mostly from about 32% at the one dose, without a potency; inactive means the rest, 99 in 100 with inhibition below about 32%; further: strong numbers were not always called active
RSV antiviral HEp-2: inhibition of RSV-induced cytopathic effect – HEp-2 cells, primary 10 µM value included (AID 2391); HEp-2 cells, RSV-induced CPE inhibition; higher % means a stronger effect; CPE inhibition, % at 10 µM; hits with a dose series show IC50 in µM; hit rate 0.13% among 310,000; in the data active means a potency from the dose series; inconclusive means CPE inhibition mostly from about 23% at the one dose, without a potency; inactive means the rest, 99 in 100 with CPE inhibition below about 21%; further: strong numbers were not always called active
T cell HTS: modulates CD8 T cell binding to vesicles. calls only at 7 µM. hit rate 0.068% among 330,000. 2C CD8+ T cell-vesicle binding, flow cytometry; active compounds read low;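 active means response, share of CD8 T cells binding vesicles, and their 90th percentile fluorescence all below set limits, cut at about 80% in these data, passing the limit was not always enough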
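Test system: purified 2C TCR transgenic mouse naive CD8+ T cells. Probe or stimulus: QL9-peptide-loaded Drosophila micro-vesicles bearing Ld, ICAM-1 and B7-1. Incubation: binding step 1.5 h, 37 °C, antibody labelling 20 min, ice. Measured by: flow cytometry of vesicle-bound cells.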
West Nile antiviral: West Nile virus antiviral activity, cell-based, CPE readout (AID 1621) | hit rate 0.02% among 290,000 | one-dose CPE inhibition, % at 10 µM; IC50 in µM for titrated hits | West Nile virus-infected cells, CPE inhibition; higher % means a stronger effect; in the data active means a potency from the dose series; inconclusive means CPE inhibition mostly from about 3.7% at the one dose, without a potency; inactive means the rest, 99 in 100 with CPE inhibition below about 2.2%; further: strong numbers were not always called active
Rac1 GTP hydrolysis: MgcRacGAP GTPase-activating activity inhibitors, confirmation, biochemical, ADP Hunter fluorescence; MgcRacGAP-stimulated Rac1 GTP hydrolysis, ADP Hunter fluorescence; higher % means a stronger effect; GST-tagged Rac1 F28L mutant substrate; one-dose inhibition, % at 30 µM; IC50 in µM for titrated hits; hit rate 0.6% among 340,000;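 active means first-screen hits whose inhibition reached a set limit at any dose in the follow-up dose series; inconclusive means inhibition above the set first-screen limit but never retested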;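 further: fluorescence reports GDP produced by GAP-driven GTP hydrolysis; strong numbers were not always called active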
WT yeast gro inh: growth inhibition of WT yeast, mitochondrial fusion screen | hit rate 2.1% among 190,000 | mitochondrial fusion phenotypic screen, WT strain | inhibition, % at 10 µM; in the data active means inhibition above about 58%; tested in S. cerevisiae
bCat nuc transl: beta-catenin nuclear translocation modulation | HeLa beta-catenin nuclear translocation, immunofluorescence imaging | nuclear translocation activity, % at 5 µM | hit rate 0.3% among 190,000 | AID 1665;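 active means nuclear translocation activity above 50% at 5 µM, with a well cell count of 50 or more; inconclusive means wells under 50 cells across six images, flagged as toxic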;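 further: per-cell ratio of nuclear to cytoplasmic median beta-catenin stain intensity; plate controls were DMSO negative control for no effect and GSK-3 inhibitor IX positive control for full effect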
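Test system: human HeLa cells, endogenous beta-catenin. Times: 24 h compound exposure, 37°C. Measured by: beta-catenin immunofluorescence imaging with DAPI.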
PhoP inhibition: inhibitors of PhoP regulon expression, primary screen, Salmonella Typhimurium, GFP reporter (AID 1863). S. Typhimurium PhoP-regulated promoter GFP reporter, 4 h; higher % means a stronger effect. inhibition, % at 50 µM; hits with a dose series show IC50 in µM. hit rate 0.16% among 300,000;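 active means inhibition over 29.93%, a cutoff 3 SD above the screen mean, later confirmed by dose response; inconclusive means inhibition over 29.93% but no dose response follow-up; inactive means inhibition at most 29.93% or unconfirmed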;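 further: 0% = low Mg2+ inducing control and 100% = high Mg2+ repressing control; strong numbers were not always called active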
Myeloid diff 2: compounds promoting myeloid differentiation; calls only at 10 µM; hit rate 1% among 360,000; ER-HoxA9 myeloid progenitors, lysozyme-GFP differentiation, flow cytometry;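 active means normalized GFP-positive differentiation at or above the plate's own cutoff, the solvent-only control mean plus 3 SD; inconclusive means no clear call, values can overlap the other calls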;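 further: cells exposed to compound for four days before flow analysis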
WT yeast gro inh mutant strain: second read-out of WT yeast gro inh, no call of its own (marks repeat the call); inhibition, %; mitochondrial fusion phenotypic screen, mutant strain inhibition
bCat nuc transl cell count 5 µM: further read-out of bCat nuc transl, marked with its call; cell count; measured here: cell count, cytotoxicity flag
T cell HTS vesicle-bound %: second read-out of T cell HTS, no call of its own (marks repeat the call); double positive events, %; measured here: CD8+ vesicle-bound cell fraction;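 binding gate set so that unloaded-vesicle control wells show 10% double positive cells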
Myeloid diff 2 GFP+ MAC1+ %: also measured in Myeloid diff 2; calls as there; GFP+ MAC1+ double positive, %; measured here: differentiation confirmed by MAC1 staining
Numbers without * were called inactive; i = inactive; ? = inconclusive; · = no result given; + = active, no number; & = joins results of further samples.

SMILES	SV40 large T antigen	RSV antiviral HEp-2	T cell HTS	T cell HTS vesicle-bound %	West Nile antiviral	Rac1 GTP hydrolysis	WT yeast gro inh	WT yeast gro inh mutant strain	bCat nuc transl	bCat nuc transl cell count 5 µM	PhoP inhibition	Myeloid diff 2	Myeloid diff 2 GFP+ MAC1+ %
CCOC(=O)COc1ccc(Oc2nc(C)cc(OC)n2)nn1	0%	-0.8%	i	58	-0.3%	1%	2	-7	·	·	2%	i	0.9
Nc1nc(N2CCN(C(=O)c3ccco3)CC2)nc2ccccc12	10%	0.3%	i	43	-0.3%	13%	-14	2	-0.3	1198	-2%	i	0.7
COc1ccc(CNC(=O)c2sc(=S)n(-c3ccc(OC)cc3)c2N)cc1	10%	0.2%	i	33	0.3%	11%	6	4	2.6	1157	-5%	i	0.6
COc1ccc(NC(=O)Nc2ccncc2)c(OC)c1	1%	1.4%	i	14	0.0%	5%	3	8	-3.2	1096	-13%	i	0.6
O=[N+]([O-])c1ccc(S(=O)(=O)NCC(c2cccnc2)N2CCc3ccccc3C2)cc1 (centres undefined)	26%	0.1%	i	59	·	4%	·	·	·	·	6%	i	1.3
S=C(Nc1ccc(Oc2ccccc2)cc1)N1CCOCC1	7%	2.3%	i	44	-0.9%	9%	·	·	·	·	0%	i	0.4
CCOC(=O)C1=C(C)NC(C)=C(C(=O)OCC)C1C(=O)OC1CCOC1=O (centres undefined)	4%	1.6%	i	51	1.0%	6%&12%	0	4	-0.9	1113	-9%	i	1.4&0.5
CCOc1ccc(C(=O)CCC(=O)Nc2cc(C)ccn2)cc1	10%	-1.0%	i	50	·	18%	·	·	·	·	-5%	i	1.4
Cc1ccc(Cl)cc1NC(=O)CN1CCN(C(=O)C2CCCO2)CC1 (centres undefined)	9%	1.2%	i	26	-0.8%	5%	·	·	·	·	7%	i	0.5
COc1ccc(CCC(=O)NC(C)c2ccccc2)cc1OC (centres undefined)	7%	0.4%	i	38	-0.6%	-4%	·	·	·	·	3%	i	0.7
NC(=O)c1cc(-c2csc(-c3cccnc3)n2)ccc1O	15%	53%	i	28	1.9%	19%	·	·	·	·	6%	i	0.7
C/C(=N\NC(=O)c1csc(C)c1C)c1ccco1	8%	0.4%	i	17	0.2%	0%	6	8	6.4	1099	-5%	i	1.2
Cc1ccc(-c2cc(C(F)F)n3ncc(C(=O)N4CCN5CCCC5C4)c3n2)cc1 (centres undefined)	7%	3.2%	i	18	1.9%	7%	66*	-5.4*	·	·	8%	i	0.5
COc1ccccc1C1C2C(=O)N(c3ccccc3)C(=O)C2ON1c1ccccc1 (centres undefined)	1%	-1.9%	i	21	0.8%	0%	7	0	-9.5	1276	-4%	i	1.5
COc1ccc(S(=O)(=O)Nc2ccccc2C(=O)NC2CC2)cc1NC(C)=O	·	-0.3%	i	9	·	7%	·	·	·	·	·	i	1.3
CC(=O)c1ccc(-n2ccnc2)cc1	8%	2.8%	i	32	-0.5%	-4%	·	·	-0.2	1297	0%	i	0.6
O=S(=O)(NC1=NCCC1)c1ccc(F)cc1	-1%	1.4%	i	47	0.4%	10%	1	-5	·	·	-4%	i	0.5
Cc1ccc(NC(=O)COC(=O)c2cc(=O)c3ccccc3o2)cc1F	·	1.9%	i	58	·	4%	·	·	·	·	·	i	1.4
Cc1nc(-c2ccc(S(=O)(=O)Nc3cc(F)ccc3F)cc2)co1	4%	5.8%	i	32	-0.6%	3%	·	·	·	·	6%	i	2.1
COc1cccc(N2CCN(C(=O)c3ccc(CS(=O)c4ccc(Cl)cc4)o3)CC2)c1 (centres undefined)	10%	1.8%	i	11	-0.6%	8%	·	·	·	·	-4%	?	·
O=C(NNC(=O)c1ccc(Br)s1)c1cccc(S(=O)(=O)N2CCCC2)c1	·	2.2%	i	42	·	4%	·	·	·	·	·	i	0.9
CCC(=O)N1CCc2cc(S(=O)(=O)CCC(=O)N(C)c3ccc(OC)cc3)ccc21	13%	-0.1%	i	16	-0.3%	11%	·	·	·	·	-4%	i	0.0
CCN1C(=O)C(CC(=O)NCCc2ccccc2)N(NC(=O)c2cccnc2)C1=S (centres undefined)	8%	3.0%	i	54	0.4%	0%	-13	-2	0.1	1128	-3%	i	0.2
C=CCn1c(SCC(=O)N(CC)C2CCS(=O)(=O)C2)nc2ccccc2c1=O (centres undefined)	20%	1.1%	i	38	-0.3%	3%	·	·	-1.8	1366	0%	i	0.3
O=C(O)c1[nH]c2ccccc2c1C(c1ccccc1)c1c(C(=O)O)[nH]c2ccccc12	8%	-0.4%	i	54	0.1%	17%	·	·	·	·	4%	i	1.0
COc1ccc(OC)c(C(=O)Nc2c(O)ccc3ccccc23)c1	22%	3.5%	i	20	·	6%	·	·	·	·	·	i	0.4
C/C(=N\NC(=O)CSCc1ccc(Cl)cc1)c1ccc2c(c1)OCCO2	10%	18%	i	8	-0.3%	6%	15	6	·	·	8%	i	1.3
CCOCCn1c(C(C)C)nc2ccccc21	12%	0.1%	i	27	0.1%	10%	-8	-15	-0.6	1076	3%	i	0.9
CNC(=O)C1CC(=O)N(CCc2ccc(OC)c(OC)c2)C(=Nc2ccc(F)cc2)S1 (centres undefined)	11%	0.0%	i	17	-0.1%	-1%	6	11	0.9	1505	0%	i	0.8
O=C1CCCc2ccccc2N1Cc1ccc(Cl)cc1	15%	1.8%	i	2	0.1%	6%	3	-7	-0.6	1404	5%	i	1.0
COc1ccccc1C(=O)NC1CCCCCCC1	8%	3.8%	i	41	-0.8%	5%	-13	21	-0.6	1146	0%	i	0.8
CSCCC(NC(=O)c1ccco1)C(=O)N1CCCCCCC1 (centres undefined)	10%	0.1%	i	45	·	6%	·	·	·	·	-8%	i	0.6
COC(=O)c1ccc(COc2cccc(OC)c2)o1	-10%	6.6%	i	36	1.6%	10%	-4	-2	·	·	4%	i	0.4
C[C@H]1CC[C@@]2(O[C@@H](CCO)C[C@@H](O)[C@@H]2O)O1	0%	0.7%	·	·	1.1%	3%	-4	1	-1.9	1145	-12%	i	1.0
COc1ccccc1NC(=O)CN1CCN(CC(=O)Nc2ccc3c(c2)OCCO3)CC1	7%	4.0%	i	34	0.3%	15%	5	4	-0.2	1066	3%	i	0.9
O=C(N[C@@H](Cc1ccccc1)C(=O)NC1CCCCC1)c1ccco1	3%	-0.8%	i	34	·	7%	-3	-18	·	·	-9%	i	1.4
CC(=O)N/N=C/c1c(C)[nH]n(-c2ccccc2)c1=O	2%	0.8%	i	32	-0.5%	11%	-4	-6	1.8	1071	3%	i	0.1
CC(=O)NCCC1CCN(c2nc3nonc3nc2N(C)Cc2ccccc2)CC1	11%	1.9%	i	11	-0.3%	-2%	-17	-9	-1.2	1027	-2%	i	0.1
CCn1c(SCC(=O)N2CCOCC2)nc2oc3c(Cl)cc(Cl)cc3c(=O)c2c1=O	13%	-2.4%	i	52	1.0%	·	4	7	·	·	-8%	·	·
CCCn1c(N2CCN(C(=O)NCc3ccccc3)CC2)nc2ccccc21	10%	1.2%	i	32	-0.1%	11%	·	·	0.2	1348	-5%	i	0.2

Continued, starting with the last two of the part before.
SMILES	SV40 large T antigen	RSV antiviral HEp-2	T cell HTS	T cell HTS vesicle-bound %	West Nile antiviral	Rac1 GTP hydrolysis	WT yeast gro inh	WT yeast gro inh mutant strain	bCat nuc transl	bCat nuc transl cell count 5 µM	PhoP inhibition	Myeloid diff 2	Myeloid diff 2 GFP+ MAC1+ %
CCn1c(SCC(=O)N2CCOCC2)nc2oc3c(Cl)cc(Cl)cc3c(=O)c2c1=O	13%	-2.4%	i	52	1.0%	·	4	7	·	·	-8%	·	·
CCCn1c(N2CCN(C(=O)NCc3ccccc3)CC2)nc2ccccc21	10%	1.2%	i	32	-0.1%	11%	·	·	0.2	1348	-5%	i	0.2
NCCn1c(-c2ccccc2)cc(C(=O)O)c1-c1ccccc1F	-3%	1.9%	i	41	0.2%	3%	4	-10	3.7	537	-4%	i	0.7
Cc1csc(Nc2ccccc2)[n+]1C	8%	0.3%	i	46	-0.8%	4%	21	4	1.8	1091	15%	i	0.2
COC(=O)c1ccc2c(=O)[nH]c(CSc3nc(-c4ccc(F)cc4)cs3)nc2c1	4%	1.9%	+	3.3*	0.1%	7%	5	-13	-5.0	526	-5%	i	0.9
CC1CCC2C(=O)N(c3cccc(C(=O)Nc4ccccc4Cl)c3)C(=O)C2C1 (centres undefined)	3%	2.1%	i	36	0.3%	6%	·	·	·	·	-8%	i	0.7
CCN(c1ccccc1)S(=O)(=O)c1ccc(C(=O)OC(C)C(=O)NCCC2=CCCCC2)cc1 (centres undefined)	13%	8.0%	i	8	1.4%	5%	1	6	-2.1	919	-1%	i	0.4
COCCNC(=O)C(c1ccc(F)cc1)N(CCOC)C(=O)CCC(=O)Nc1nccs1 (centres undefined)	11%	2.3%	i	51	0.3%	-4%	7	4	0.8	1106	1%	i	1.2
Cc1cc(C(=O)CSc2nnc3ccccn23)c(C)n1-c1ccccc1	3%	4.2%	i	44	-0.5%	2%	-4	-24	-0.1	1067	-2%	i	0.5
Brc1ccccc1Cn1cnc2ccccc21	1%	2.9%	i	50	-1.2%	-4%	·	·	·	·	7%	i	0.3
COc1ccc(/C=N/n2cc(-c3ccc(OC)cc3)nc2N)cc1	9%	-0.9%	i	51	-0.2%	8%	16	31	-0.2	1017	-6%	i	0.8
O=C(Nc1nccs1)c1cnccn1	17%	-0.6%	i	6	2.2%	15%	2	-3	-3.8	1185	-1%	i	6.7
CCOC(=O)c1c(C(C)(C)C)oc2ccc(OCC#N)cc12	6%	0.5%	i	4	-0.2%	13%	26	7	-7.9	877	17%	i	0.5
N#CSC(c1ccccc1)c1nc2ccccc2[nH]c1=O (centres undefined)	22%	1.0%	i	48	-0.3%	4%	·	·	·	·	5%	i	0.5
COc1ccc(C(=O)CSc2[nH]c(=O)cc(C(F)(F)F)c2C#N)cc1	8%	13%	i	35	-0.3%	7%	·	·	-2.3	1367	0%	i	0.0
C#Cc1cccc(-n2nnc(C(C)=O)c2C)c1	5%	1.4%	i	55	0.1%	10%	·	·	-1.1	1138	0%	i	0.5

Bioassay records (PubChem)

This is a random part of the collection; about 3.6% have a hit in one of these screens.
